KCNQ2 block = KCNQ2 channel blockers in CHO-K1 cells – cell-based, FluxOR thallium flux, B-score, primary screen (AID 2156); O88943; 20 min; hits give low values; B-score at 10 µM; 1.1% of 310,000 active;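 active = fluorescence ratio B-score at most minus 3 library SDs, with starting brightness B-score within 2 library SDs, cut at about -5.5 in these data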
Target sequence (O88943 whole entry, looked up): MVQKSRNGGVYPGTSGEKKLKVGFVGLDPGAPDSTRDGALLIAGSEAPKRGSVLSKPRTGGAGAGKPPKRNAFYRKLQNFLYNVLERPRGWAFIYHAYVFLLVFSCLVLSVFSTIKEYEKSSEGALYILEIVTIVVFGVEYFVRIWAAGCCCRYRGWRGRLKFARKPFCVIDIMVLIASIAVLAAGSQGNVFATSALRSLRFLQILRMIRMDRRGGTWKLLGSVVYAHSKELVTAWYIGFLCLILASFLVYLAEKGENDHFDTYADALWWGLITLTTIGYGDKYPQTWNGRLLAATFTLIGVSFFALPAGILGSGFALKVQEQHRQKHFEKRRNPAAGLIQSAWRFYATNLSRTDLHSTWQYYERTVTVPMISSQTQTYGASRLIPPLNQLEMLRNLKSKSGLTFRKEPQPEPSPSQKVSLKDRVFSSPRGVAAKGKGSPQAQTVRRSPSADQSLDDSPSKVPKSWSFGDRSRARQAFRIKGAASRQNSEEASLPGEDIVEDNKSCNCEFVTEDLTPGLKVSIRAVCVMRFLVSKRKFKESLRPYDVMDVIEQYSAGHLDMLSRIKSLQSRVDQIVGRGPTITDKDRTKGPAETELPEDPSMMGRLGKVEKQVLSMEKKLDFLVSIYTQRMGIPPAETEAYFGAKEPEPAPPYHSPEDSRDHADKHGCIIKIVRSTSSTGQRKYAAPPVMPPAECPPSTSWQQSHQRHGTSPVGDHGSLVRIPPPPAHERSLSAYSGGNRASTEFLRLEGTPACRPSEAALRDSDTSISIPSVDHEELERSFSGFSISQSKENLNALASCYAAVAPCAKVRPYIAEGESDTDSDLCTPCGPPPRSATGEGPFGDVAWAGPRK
STK33 inh = inhibitors of human STK33 kinase; Q9BYT3; purified STK33, MBP phosphorylation, ADP-Glo luminescence; inhibition, % at 10 µM; 0.073% of 320,000 active;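 active = inhibition at or above 25%, using the most active replicate where run in duplicate; inactive = inhibition below 25%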
Kir21 block = inhibitors of mouse Kir2.1 inward-rectifier potassium channel; P35561; HEK293-Kir2.1, FluxOR thallium flux fluorescence; hits give low values; B-score at 10 µM; 0.85% of 310,000 active;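 active = fluorescence ratio B-score at or below minus 3 SD of library scores, with starting-brightness B-score within 2 SD, cut at about -4.2 in these data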;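 note: channel flux triggered by added potassium and thallium sulfate stimulus; B-score of peak minus minimum fluorescence over baseline after thallium stimulus; more negative B-score means stronger Kir2.1 block with less thallium influx; some compounds called inactive have numbers as strong as hits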
* hit, by the source's call; i = inactive; · = not tested or not shown. Rows are unselected; overall some 1.9% were active at least once.

| STK33 inh | KCNQ2 block | Kir21 block | Compound |
| --- | --- | --- | --- |
| -0.9 | i | 0.07 | CCC(C)(C)C1CCc2[nH]nc(C(=O)NN)c2C1 (stereo not given) |
| -2.3 | i | -0.33 | CCc1ccc(NC(=O)CC2C(=O)N(c3ccc(OC)cc3)C(=O)N2CCOC)cc1 (stereo not given) |
| -2.8 | i | 1.66 | COc1cccc(N(CC(=O)NC2CCCC2)C(=O)Cn2nnc(-c3ccc(C)o3)n2)c1 |
| 0.0 | i | 0.71 | COc1ccc(OCCCN2CCCC(C)C2)cc1 (stereo not given) |
| 0.5 | i | 0.34 | COc1cc(CN2CCN(c3cccc(C)c3C)CC2)cc(OC)c1O |
| 3.9 | i | -0.6 | CCN1CCN(CCNC(=O)c2ccc3c(c2)NC(=O)/C(=C\c2ccc(OC)c(OC)c2)S3)CC1 |
| -0.7 | i | -2.26 | COc1ccc(C2=CC3=C(Br)C(=O)C(C)(OC(=O)c4ccco4)C(=O)C3=CO2)cc1 (stereo not given) |
| -1.1 | i | 2.17 | O=c1c2ccccc2oc2ccc(Oc3ccccc3)cc12 |
| -0.6 | i | -0.35 | Cc1csc(=O)n1CC(=O)OCC(=O)N(CC(C)C)c1c(N)n(Cc2ccccc2)c(=O)[nH]c1=O |
| -0.9 | i | -0.89 | O=C(O)c1ccc(Br)c(S(=O)(=O)N2CCCC2)c1 |
| -1.6 | i | 0.16 | CCOc1cc(C2C(C(=O)N3CCCCC3)=C(C)NC3=C2C(=O)CC(C)(C)C3)ccc1O (stereo not given) |
| -0.1 | i | -0.6 | COc1cccc(CN2CCN(C(=O)CC(C)C)CC2)c1 |
| · | i | -0.08 | Cc1ccc(S(=O)(=O)N2CCCC2CNC(=O)c2ccccc2)cc1 (stereo not given) |
| -1.7 | i | -1.74 | CN(C1(C)CCS(=O)(=O)C1)S(=O)(=O)c1ccc(F)cc1 (stereo not given) |
| -0.5 | i | -3.57 | COc1ccc(N(CC(=O)N2CCN(Cc3ccc4c(c3)OCO4)CC2)S(=O)(=O)c2ccc(F)cc2)cc1 |
| -1.4 | i | -0.69 | Cc1cc(C)n(/N=C/c2cc(Cl)cc(Cl)c2O)c(=O)c1 |
| -0.5 | i | 1.46 | COc1cc2c3c(c1)C1(C(=O)N3C(C)(C)C=C2C)C(C#N)=C(N)Oc2cc(O)ccc21 (stereo not given) |
| 0.5 | i | 0.4 | CCc1ccccc1-n1c(SCC(=O)N2CCCC2)nnc1-c1ccccn1 |
| -0.5 | i | -2.37 | COc1ccc2[nH]c(C(=O)O)c(CCNC(C)=O)c2c1 |
| 1.2 | -5.68* | -4.28 | N#C/C(=C\c1cc(Cl)cc(Cl)c1O)C(=O)NC1CCCCC1 |
| -1.1 | i | 1.24 | O=C(Nc1ccc(S(=O)(=O)N2CCOCC2)cc1)c1ccc([N+](=O)[O-])cc1Cl |
| -1.3 | i | -0.61 | O=C(COc1ccc2c3c(c(=O)oc2c1)CCC3)NC1CCCCC1 |
| -1.8 | i | -1.05 | COc1ccc(NC(=O)CCCCCN2C(=O)c3ccccc3C2=O)c(OC)c1 |
| -1.9 | i | 0.56 | O=[N+]([O-])c1ccc(CSc2ncnc3ccccc23)cc1 |
| -2.5 | i | -0.04 | COC(=O)c1ccc(CSc2nccn2C)cc1 |
| -0.3 | i | -1.04 | N#Cc1nc(-c2ccccc2F)oc1N1CCCC1 |
| -2.8 | i | -0.92 | CC1Sc2ccc(S(=O)(=O)CCC(=O)Nc3ccccc3Cl)cc2NC1=O (stereo not given) |
| 1.7 | i | -0.63 | COc1ccccc1/C=C/C(=O)Oc1cccc2cccnc12 |
| -0.4 | i | 0.01 | CCN(c1ccccc1)S(=O)(=O)c1ccc(Cl)c(C(=O)O)c1 |
| 0.8 | i | 0.92 | Cc1cc(C)nc(NS(=O)(=O)c2ccc(NC(=O)c3nn(-c4ccccc4)ccc3=O)cc2)n1 |
| 0.1 | i | -0.47 | CC(=O)c1ccc(OCCCC(=O)Nc2cccc(-c3nn[nH]n3)c2)cc1 |
| -0.9 | i | 0.1 | COc1ccc(CN(C)C(=O)c2[nH]c(C)c(C(C)=O)c2C)cc1F |
| -2.3 | i | -0.42 | CCOc1ccc(-n2c(C)c(C(=O)OC)c3cc(O)ccc32)cc1 |
| -0.1 | i | 0.12 | COc1ccc(CCNC(=O)c2cc(S(=O)(=O)N3CCCC3)cn2C)cc1OC |
| -0.1 | i | -0.06 | CCC(=O)Nc1cccc(-c2nnc(-c3cccc(NC(=O)CC)c3)o2)c1 |
| 1.4 | i | -0.37 | C1=CCC(CN2CCN(C3CCCCCC3)CC2)CC1 (stereo not given) |
| -1.4 | i | 1.16 | CCOC(=O)c1ccccc1NC(=O)C=C(C)C |
| -2.6 | i | -0.28 | CC(C)(O)C#Cc1ccc(CN2CCCC(CO)(Cc3cccc(Cl)c3)C2)cc1 (stereo not given) |
| -3.9 | i | 1.55 | CCOC(=O)C(=O)c1csc(NC(=O)COc2ccc(N(C)S(=O)(=O)c3ccc(F)cc3)cc2)n1 |
| -2.0 | i | -0.45 | O=C(CCCn1c(=S)[nH]c2ccccc2c1=O)N1CCOCC1 |
| -1.0 | i | -0.3 | CCNC(=O)NC1c2ccccc2CSc2ccccc21 (stereo not given) |
| 0.0 | i | 0.84 | Cc1cc(NC(=O)CSc2ccc(Cl)cc2)no1 |
| -1.4 | i | -2.35 | CCCCSCCCNC(=O)C1CCC(CNS(=O)(=O)c2ccccc2)CC1 (stereo not given) |
| -0.6 | i | -0.56 | CCN(CC)C(=O)C1CCCN(C(=O)Nc2ccc3nsnc3c2)C1 (stereo not given) |
| -1.9 | i | 2.11 | CC1CCN(c2ccc(-c3ccc(NC(=O)c4ccco4)cc3)nn2)CC1 |
| 0.3 | i | -0.06 | Nc1n[nH]c(N)c1N=Nc1cccc(C(F)(F)F)c1 |
| -3.3 | i | 1.11 | COc1ccc2c(C(=O)c3ccc(C)cc3)n(CCCC(N)=O)[n+]([O-])c2c1 |
| -0.3 | i | 0.3 | CCc1cc(C(=O)N/N=C/c2c(C)[nH]c3ccccc23)cs1 |
| -0.5 | i | 0.1 | CCc1nnc(NC(=O)CSc2nnc(Cc3ccccc3)n2-c2ccc(OC)cc2)s1 |
| 1.7 | i | 0.85 | CCn1cc(Br)c(C(=O)Nc2nccs2)n1 |
| 1.0 | i | 1.71 | CCCCCNC(=O)c1cccc(S(=O)(=O)N2CC3(C)CC2CC(C)(C)C3)c1 (stereo not given) |
| -1.3 | i | 0.25 | CCOC(=O)c1cc(=O)cc(C(=O)OCC)o1 |
| -1.7 | i | -10.5* | COc1ccc(NC(=O)CSc2c3c(nc4ccccc24)CCC3)c(OC)c1 |
| 0.3 | i | 1.14 | O=C(Cn1nnc(-c2ccc(Cl)cc2)n1)NCc1ccco1 |
| -1.9 | i | 0.84 | Cc1ccc(C)c(NC(=O)CCc2nnc3ccc(N4CCCC4)nn23)c1 |
| -0.6 | i | -1.49 | COc1cccc(OC)c1OCCNCC1COc2ccccc2O1 (stereo not given) |
| -0.4 | i | 0.97 | CC(=O)Oc1cccc(N2C(=O)c3ccc(C(=O)Nc4c[nH]c(=O)[nH]c4=O)cc3C2=O)c1 |
| 1.2 | i | 1.6 | COc1cc(NC(=O)Nc2ccc(Cl)c(Cl)c2)c(C(=O)O)cc1OC |
| 0.2 | i | 0.04 | CCOC(=O)CN1C(=O)N[C@@H](c2cccc(C(F)(F)F)c2)C(C(=O)OC)=C1C |
| -0.5 | i | -1.05 | O=C(Nc1cccc(-c2nc3ncccc3o2)c1)c1sc2cc(Cl)ccc2c1Cl |

Further records
| STK33 inh | KCNQ2 block | Kir21 block | Compound |
| --- | --- | --- | --- |
| · | i | -9.05* | CCCCCCCCCC[n+]1cccc2c3ccccc3ccc21 |
| 0.3 | i | -0.21 | COc1cc(/C=C2\C(=N)N3N=CSC3=NC2=O)ccc1OS(=O)(=O)c1ccccc1[N+](=O)[O-] |
| -4.1 | i | 1.05 | COc1ccc(OC)c2c(C)c(C)[nH]c12 |
| -0.2 | i | 0.09 | CC(C)OP(=O)(c1ccc(N(C)C)cc1)C(O)c1ccccc1 (stereo not given) |
| -0.4 | i | -0.55 | O=C(O)c1ccccc1CSc1ncccc1C(=O)O |
| 1.1 | i | 0.65 | CC1CCN(CCC(=O)Nc2ccc3c(c2)OCCO3)CC1 |
| 0.7 | i | -3.53 | COc1ccc(-c2cn(-c3ccc(OC)cc3)c3[n+]2-c2ccccc2CC3)cc1 |
| 0.0 | i | -2.23 | CCSC1=NCCN1S(=O)(=O)c1ccccc1 |
| -0.8 | i | 2.1 | CCC1CCCCN1CCCNC(=O)CN1C(=O)CSc2ccc(S(=O)(=O)N3CCOCC3)cc21 (stereo not given) |
| -0.1 | i | -0.76 | NCCSC1CC(=O)N(Cc2ccc(F)cc2)C1=O (stereo not given) |
| 0.5 | i | 0.49 | CCCNC(=O)[C@@H]1CCCN1C(=O)C1CCN(S(=O)(=O)c2ccc(C)cc2)CC1 |
| 1.1 | · | -0.71 | O=C(CSc1nc2ccccc2c(=O)n1Cc1ccc(Cl)cc1)NCc1cccs1 |
| 5.8 | i | 0.77 | O=C(c1noc2c1CCCCC2)N1CCOCC1 |
| 0.2 | i | 0.11 | CNC(=S)Nc1cc2oc3ccccc3c2cc1OC |
| -1.1 | i | -0.8 | O=c1c2c(-c3ccco3)csc2nc(SCc2cn3cccnc3n2)n1-c1ccccc1 |
| -0.2 | i | -0.99 | CC1CCCC(C)N1/N=C/c1ccc(O)cc1 (stereo not given) |
| -1.6 | i | 1.13 | CSCCC(NC(=O)C1CCC(C)CC1)C(=O)OCC(=O)c1ccc(Cl)cc1 (stereo not given) |
| -1.1 | i | 2.53 | CN1CCN(C(=O)Nc2ccc3c(c2)N(C)C(=O)c2ccccc2S3)CC1 |
| 0.9 | i | 1.25 | COc1ccc(-n2nc(C(=O)NCC(=O)NCCN(C)C)c3ccccc3c2=O)c(OC)c1 |
| 1.2 | i | 0.19 | CCC(C)NCCOCCOc1ccc(F)cc1 (stereo not given) |
| -2.9 | -7.6* | -0.04 | Cc1ccc2c(C)c(C(=O)N(C)Cc3nccn3C)oc2c1C |
| -0.5 | i | 0.08 | CCCn1c(C)cc(C(=O)COC(=O)c2nccnc2N)c1C |
| 0.2 | i | 2.84 | CCc1ccc(-c2nc(CS(=O)CC(=O)NCCc3ccccc3)c(C)o2)cc1 (stereo not given) |
| 1.3 | i | 0.18 | COc1ccc2[nH]c3nc(SCC(=O)NNC(=O)c4ccc(OC)c(OC)c4)nnc3c2c1 |
| -1.7 | i | 2.43 | CC(C)(C)c1ccc(C(=O)NNC(=S)NCc2ccco2)cc1 |
| -1.1 | i | 2.25 | COCCN(CC1CCCN(C2Cc3ccccc3C2)C1)C(=O)CSC (stereo not given) |
| -1.1 | i | -0.86 | COc1ccc(NC(=O)c2nc3nc(C)cc(C(F)F)n3n2)cc1OC |
| 0.1 | i | -0.37 | CC(C(=O)NCCN1CCOCC1)(c1ccccc1)c1ccccc1 |
| -0.2 | i | -0.01 | CCn1c(C(=O)O)c(CC(=O)Nc2ccccc2OC)c2ccccc21 |
| -0.7 | i | 1.1 | CN1CCN(C(=S)c2ccc(Cl)cc2)CC1 |
| -1.0 | i | 0.19 | O=C(CC1C(=O)NCCN1Cc1ccoc1)NCCc1ccc(Cl)cc1 (stereo not given) |
| -1.0 | i | -1.09 | CSc1nsc(SC)c1C(=O)N1CCN(S(=O)(=O)c2ccc(C)cc2)C1C(C)C (stereo not given) |
| 0.9 | i | -0.68 | COc1ccc(/C=C/C(=O)Nc2ccc(OC)nc2)cc1 |
| 0.5 | i | -2.35 | C/C(=N\NC(=O)c1cccc(S(=O)(=O)Nc2ccccc2Cl)c1)c1ccc(-n2ccnc2)cc1 |
| -0.6 | i | -0.64 | Cc1ccc(N2CC(C(=O)N3CCC(C(=O)Nc4cccc(Br)c4)CC3)CC2=O)cc1 (stereo not given) |
| -1.4 | i | -0.8 | C(=N\n1cnnc1)/c1ccc(OCc2ccccc2)cc1 |
| 1.5 | i | -0.25 | Cc1oc2ccc(NS(=O)(=O)c3cccc4cccnc34)cc2c1C(=O)OC(C)C |
| -0.8 | i | -0.8 | NC(=O)C1CCN(C(=O)CCSCc2ccc(Cl)c(Cl)c2)CC1 |
| 0.4 | i | 0.64 | CCCCCCCCn1c(N2CCN(c3cccc(Cl)c3)CC2)nc2c1c(=O)[nH]c(=O)n2C |
| -1.0 | i | -1.34 | Cc1cc(C(=O)N2CCCC(Nc3ccc(C(C)C)cc3)C2)nn1C (stereo not given) |
| 0.2 | i | -0.15 | Cc1ccc2ncnc(Oc3ncccc3[N+](=O)[O-])c2c1 |
| 0.1 | i | -0.89 | Cc1nc(CCNC(=O)C2CCC(=O)N(Cc3cccc(F)c3)C2)sc1C (stereo not given) |
| -0.6 | i | 0.61 | CCOc1ccc(C(=O)Nc2ccc(S(=O)(=O)N3CCN(C)CC3)cc2)cc1 |
| -0.6 | i | 1.07 | Cc1ccccc1CC(=O)Nc1ccon1 |
| -0.3 | i | 1.01 | CCN(CC(=O)Nc1ccc(NC(C)=O)cc1)CC(=O)Nc1ccc(Cl)c(Cl)c1 |
